PAX8 inh HTS – inhibitors of PAX8-driven TPO luciferase reporter, primary screen, RMG-I cells, single concentration | SteadyGlo, 24 h | inhibition, % at 12.6 µM | 1.2% of 360,000 active | AID 652154, 2013;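 active means mean replicate inhibition at least 60% with every replicate also reaching 60%; inconclusive means only one of the two criteria is met; inactive means mean below 60% and not all replicates reaching 60%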;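 further: luciferase light reporting Pax8 driven TPO promoter activity; plate controls were median of neutral control wells for no effect and mitoxantrone controls for full effect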
LGR2 antag – inhibitors of bursicon-induced LGR2 CRE-luciferase signal, primary screen, cell-based, HEK293, CRE-luciferase reporter, bursicon stimulation; bursicon-stimulated, 4 h; AID 720647, 2013; 0.35% of 380,000 active; inhibition, % at 9.99 µM;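 active means drop in luminescence signal, shown as inhibition above about 50% in the replicate tests, limit read from the data, passing the limit was not always enough; inconclusive means probably only some replicates passing the limit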;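 further: agonist challenge used bursicon conditioned medium at about half maximal strength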
ARNT TACC3 PPI – disruptors of ARNT/TACC3 protein interaction, primary screen, biochemical, AlphaScreen, single concentration | AID 623870, 2012 | 0.66% of 390,000 active | inhibition, % at 9.99 µM | AlphaScreen His-ARNT PAS-B/GST-TACC3 binding, luminescence; TACC3 fragment carries E629A point mutation;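 active means mean inhibition of replicates at least 50% and at least half of replicates each reaching 50%; inconclusive means half or more replicates reach 50% but mean below 50%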;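 further: 0% = complete ARNT plus TACC3 wells and 100% = ARNT alone without TACC3; many hits fall short of the cut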
EWS-Fli inh – EWS/Fli-driven NR0B1 reporter inhibitors, primary screen, A673 cells, NR0B1 luciferase, luminescence, MLPCN library | viability-normalised | inhibition, % at 12.6 µM | 0.67% of 350,000 active;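 active means mean inhibition of at least 50% after viability correction, with every replicate also passing that limit; inconclusive means mean reaches 50% but only one of two replicates passes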;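 further: firefly luciferase signal divided by Alamar Blue viability fluorescence both relative to DMSO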
DENV2 CPE – inhibitors of DENV2 cytopathic effect, primary screen, cell-based, plate reader, single concentration | DENV2-infected cells, cytopathic effect rescue | CPE inhibition, % at 9.99 µM | 1.7% of 350,000 active; in the data active means CPE inhibition above about 20%, passing the limit was not always enough; inconclusive means no clear call, values can overlap the other calls; tested in BHK-21 cells;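 further: 0% = median of neutral control wells and 100% = median of positive control wells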
CASP6 VEID inh – human caspase-6 inhibitors, primary screen, biochemical, VEID-R110 fluorescence, single point, set 2 | AID 686996, 2013 | purified caspase-6, Z-VEID-R110 cleavage fluorescence | P55212 | 0.53% of 350,000 active | inhibition, % at 12.5 µM;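 active means mean inhibition across replicates at least about 35%, with every replicate also reaching that limit, limit read from the data; inconclusive means only one of the two criteria met; inactive means neither criterion met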;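 further: 0% = median of neutral control wells and 100% = no fluorescence left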
Target sequence (P55212 24-179 limits assumed): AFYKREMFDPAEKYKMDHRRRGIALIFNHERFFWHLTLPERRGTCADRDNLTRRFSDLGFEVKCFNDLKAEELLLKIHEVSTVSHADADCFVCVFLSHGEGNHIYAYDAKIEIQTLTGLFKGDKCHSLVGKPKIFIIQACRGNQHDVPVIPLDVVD
Target sequence (P55212 194-293 limits assumed): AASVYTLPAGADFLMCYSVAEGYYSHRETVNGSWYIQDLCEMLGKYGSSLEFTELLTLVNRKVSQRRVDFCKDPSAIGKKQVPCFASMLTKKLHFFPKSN
SIRT5 inh – SIRT5 desuccinylase inhibitors, primary screen, biochemical, fluorescence imaging, single point, set 5 | NAD-dependent protein deacylase sirtuin-5, mitochondrial (Homo sapiens), Q9NXA8 | 1.1% of 330,000 active | Purified SirT5, succinyl-peptide AMC, trypsin-coupled fluorescence | AID 652115, 2013 | inhibition, % at 15 µM; in the data active means inhibition above about 15%; inconclusive means no clear call, values can overlap the other calls
Target sequence (Q9NXA8 whole entry, looked up): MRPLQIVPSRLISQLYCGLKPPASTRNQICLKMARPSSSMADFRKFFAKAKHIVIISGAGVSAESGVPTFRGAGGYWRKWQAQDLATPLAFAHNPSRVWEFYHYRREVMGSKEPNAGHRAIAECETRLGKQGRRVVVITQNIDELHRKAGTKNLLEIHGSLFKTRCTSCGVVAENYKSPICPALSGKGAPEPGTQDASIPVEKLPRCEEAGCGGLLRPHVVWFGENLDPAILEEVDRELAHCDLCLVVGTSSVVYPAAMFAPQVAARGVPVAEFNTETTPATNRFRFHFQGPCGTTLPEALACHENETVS
An asterisk follows results filed as active; ? = inconclusive; / = no result given; & = joins results of further samples. Not a hit list, and some 4.9% of all compounds hit somewhere here.

SMILES	PAX8 inh HTS	LGR2 antag	ARNT TACC3 PPI	EWS-Fli inh	DENV2 CPE	CASP6 VEID inh	SIRT5 inh
Cc1ccnc(N2C(=O)c3ccccc3C2O)c1 (stereo not given)	-69	28	-2	-33	12	1	1
Cc1noc(C)c1S(=O)(=O)N(C)C[C@@H]1OCCCC[C@H](C)Oc2ccc(NS(=O)(=O)c3cn(C)cn3)cc2C(=O)N([C@@H](C)CO)C[C@H]1C	-20	4	1	-9	5	-2	-2
N/C(=N\N=C\c1ccc(O)cc1)c1nonc1N	-188	-35	-1	-88	2	0	3
O=[N+]([O-])c1ccc(N2CCN(S(=O)(=O)c3ccccc3)CC2)cc1	-4	2	26	9	-4	0	-2
CC1(C)CC(=O)c2c(O)cc(OCC(=O)N3CCN(c4ccc(F)cc4)CC3)cc2O1	10	5	4	/	-1	4	1
CC1=C(C(=O)OC2CCCCC2)C(c2ccc(O)cc2)NC(=O)N1 (stereo not given)	-13	1	5	6	0	2	1
CC1Cc2ccccc2N1C(=O)COC(=O)c1cccc(Br)c1 (stereo not given)	1	-1	0	6	0	-1	-3
CC(=O)c1ccc(OCc2cc(C(=O)N(C)Cc3nc4c(C)cccc4[nH]3)no2)cc1	-9	6	-15	/	2	1	-2
CCCC#Cc1cnc2c(c1)C(=O)N([C@H](C)CO)C[C@@H](C)[C@H](CN(C)C(=O)Nc1ccc(OC)cc1)O2	/	11	-3	0	0	2	1
C[C@@H]1CN([C@@H](C)CO)C(=O)c2cc(NC(=O)Nc3ccc4c(c3)OCO4)ccc2O[C@H]1CN(C)Cc1ccncc1	0	17	-2	/	0	-8	/
COC(=O)[C@@]1(Cc2ccc(OC)cc2)[C@H]2c3cc(C(=O)N4CCCC4)n(Cc4ccsc4Br)c3C[C@H]2CN1C(=O)c1ccccc1	16	13	/	-20	6	-3	9
Cc1cc(=O)n2nc(N3CCCC3C(=O)Nc3ccc(C(C)C)cc3)sc2n1 (stereo not given)	/	-7	10	0	7	1	2
O=C(N/N=C/C=C/c1ccccc1)NC1CCCCC1	-2	-54	14	-27	-1	2	2
Cc1cccc(C)c1OCC(=O)Nc1ccc(N2CCOCC2)cc1	-4	-10	-12	2	-14	2	-1
Cc1cc(C)cc(OCC(=O)NNC(=O)CN2C(=O)c3ccccc3C2=O)c1	0	7	-9	/	/	/	/
CCOc1cc(/C=C(\C#N)C(N)=O)ccc1OS(=O)(=O)c1ccccc1	1	12	1	-5	/	/	/
OC(c1cccc(Cl)c1)c1ncc(-c2cccc(C(F)(F)F)c2)[nH]1 (stereo not given)	-2	-2	/	11	11	5	-5
CC(C)(C)[S@@](=O)N1Cc2cc(C(=O)N[C@H]3CCN(Cc4ccccc4)C3)nc(-c3cccc(-c4cccnc4)c3)c2[C@H]1CCO	-1	-26	3	2	3	1	3
C[C@H]1CN([C@@H](C)CO)C(=O)CCCn2nncc2CO[C@@H]1CN(C)Cc1cccc2c1OCCCO2	-11&-12	0&-24	1	5&-7	-4&-2	-9&-16	-2&-2
COc1ccccc1N1C(=O)S/C(=C\c2ccc(C)s2)C1=O	-100	-36	1	-97	-4	1	-2
O=C(CN1CCN(C(=O)CCC(=O)N2CCC(c3ccccc3)=N2)CC1)Nc1ccc(F)cc1	7	6	-4	1	4	-10	-3
O=C(CNC(=O)c1ccccc1Cl)N/N=C/c1ccc([N+](=O)[O-])s1	21	2	/	8	-1	1	4
C/C(=N\NC(=O)CSc1nc2ccccc2s1)c1ccco1	-5	-20	9	-1	-2	-1	0
Cc1cnc2c(C(=O)O)cnn2c1	7	/	6	9	1	1	-4
CC(C)n1nnnc1C1c2ccccc2C(=O)N1CCc1ccc(O)cc1 (stereo not given)	-4	12	/	-20	?	1	-2
CCN(Cc1nc2ccccc2c(=O)[nH]1)C(=O)CN1C(=O)NC2(CCCCC2C)C1=O (stereo not given)	1	9	0	5	19	3	-1
O=[N+]([O-])c1ccc(N2CCSCC2)cc1O	-7	/	7	-2	-1	-2	1
O=C(NC(c1ccccc1)c1ccsc1)C1CCN(Cc2ccc(Oc3ccccc3)cc2)CC1 (stereo not given)	26	-4	/	17	-9	0	/
CC(C)CN(CC(C)C)C(=S)NC1CCCCC1	25	19	5	3	-5	-4	/
Cc1noc(C)c1NC(=O)Nc1cccc2c1O[C@H](CN(C)C)[C@H](C)CN([C@@H](C)CO)C2=O	-7	5	-5	-4	2	-2	1
COc1ccc(-c2ncc(CN3CCC(CO)(Cc4cccc(OC)c4)CC3)cn2)cc1	-6	-17	15	-2	-2	1	-3
C[C@H]1CN([C@@H](C)CO)S(=O)(=O)c2ccc(/C=C/c3ccccc3)cc2O[C@@H]1CN(C)Cc1cccnc1	86*	/	21	20	6	-2	13
O=C1CCCC2=C1Sc1ccccc1N2	5	/	-2	-10	11	1	0
CC(C)c1nc2oc3c(N4CCNCC4)ncnc3c2c2c1CCC2	6	-8	5	3	-8	0	-8
CCNC(=S)Nc1cc(OCC)c(N2CCOCC2)cc1OCC	-12	3	-8	-1	9	6	/
Cc1cccc(C(=O)O[C@H]2[C@H](Cc3ccccc3)NS(=O)(=O)[C@H]3CC4C=C[C@]23O4)c1	-8	7	-2	-1	-2	-4	/
CN(CCC#N)C(=O)COC(=O)c1ccc2[nH]c3c(c2c1)CCCC3	10	-27	/	27	3	3	6
COc1cc(/C=C/C(=O)NCc2ccccn2)cc(OC)c1OC	-4	7	33	-10	/	1	-2
O=C1c2ccccc2C(c2nnnn2-c2ccc3c(c2)OCCO3)N1Cc1ccccc1 (stereo not given)	0	-17	/	4	-12	1	0
CCN1CC(=O)N2[C@H](CO)[C@H](c3ccc(Br)cc3)[C@@H]2C1	/	-4	/	-7	-4	2	-1
C[C@H]1CN([C@@H](C)CO)S(=O)(=O)c2ccc(C#CC3CC3)cc2O[C@H]1CN(C)S(C)(=O)=O	-21	1	-2	-9	2	0	-4
CN(C)CCNC(=O)c1ccc(CS(=O)(=O)c2ccc(Br)cc2)o1	3	-18	-2	2	6	-13	/
S=c1[nH]nc(Cc2cccs2)n1-c1cccc2ccccc12	-4	20	-2	/	/	/	/
C[C@@H]1CN([C@H](C)CO)C(=O)Cc2cc(NC(=O)Cn3cnnn3)ccc2O[C@H]1CN(C)Cc1ccncc1	2	1	-3	-2	2	-3	-1
CCN(CC)CCN1C(=O)C2C(C(=O)Nc3ccc(C(C)C)cc3)C3C=CC2(O3)C1C(=O)NC1CCCCC1 (stereo not given)	12	-3	-4	8	13	-4	3
C[C@@H]1CN([C@@H](C)CO)C(=O)c2cccc(N(C)C)c2O[C@H]1CN(C)Cc1ccc(C(F)(F)F)cc1	11	13	0	6	-5	0	0
COc1ccc(C)cc1S(=O)(=O)N1CCCC(C(=O)NC2CC2)C1 (stereo not given)	-11	0	0	8	-5	-6	-3
O=C(CSc1nnc2ccc(-c3cccnc3)nn12)Nc1ccc(F)cc1F	20	-12	0	-8	-1	4	-4
C[C@H]1CN([C@@H](C)CO)C(=O)c2cc(-c3ccc(F)cc3)cnc2O[C@H]1CN(C)CC1CCCCC1	-10	-6	-7	-14	-12	3	3
C=CCn1c(SCCCc2ccccc2)nc2c1c(=O)[nH]c(=O)n2C	7	2	0	8	0	-2	1
Cc1nnc(Sc2nc3c(c(=O)[nH]c(=O)n3C)n2CCc2ccccc2)s1	2	0	-2	2	-3	-1	2
NC(=O)c1oc2ccccc2c1NC(=O)c1ccc(F)cc1	20	-16	-11	-6	6	1	-3
CCCNC(=O)Nc1ccc2c(c1)C(=O)N(C)[C@H]1CC[C@H](CC(=O)OC)O[C@@H]1CO2	0	1	/	/	-7	-16	-5
COC(=O)CN1C(=O)COc2ccc(S(=O)(=O)N3CCCC3)cc21	1	4	5	-7	-2	0	-3
COc1ccc(NC(=O)N(C)C[C@@H]2Oc3ccc(NC(=O)CCN4CCOCC4)cc3C(=O)N([C@H](C)CO)C[C@@H]2C)cc1	-33	14	7	-5	3	1	-4
CC(NC(=O)CN1C(=O)NC2(CCCCCC2)C1=O)c1ccccc1Cl (stereo not given)	3	-11	-2	2	3	-4	-3
C[C@H](CO)N1C[C@H](C)[C@@H](CN(C)C(=O)Cc2ccccc2)Oc2ncc(-c3ccc(F)cc3)cc2C1=O	/	0	-6	3	-4	-1	3
Cc1noc(C)c1S(=O)(=O)N(C)C[C@H]1OCCCC[C@H](C)Oc2ccc(NC(=O)CCC(F)(F)F)cc2C(=O)N([C@H](C)CO)C[C@@H]1C	-3	10	1	-11	-10	/	/
CN(C)C(=O)c1ccc(-c2ccc([C@@H]3[C@@H](CO)N4CCCCN(CC5CC5)C[C@H]34)cc2)cc1	-6	-2	1	-6	-3	2	5
O=C1Nc2ccccc2/C1=N\N1CCOCC1	14	/	9	24	1	4	-6

Following part
SMILES	PAX8 inh HTS	LGR2 antag	ARNT TACC3 PPI	EWS-Fli inh	DENV2 CPE	CASP6 VEID inh	SIRT5 inh
COCC(=O)N1[C@@H](C#N)[C@@H](c2ccccc2C2=CCCCC2)[C@@H]1CO	/	3	/	-5	?	1	-1
O=C(N/N=C/c1ccccc1OC(=O)c1ccc2c(c1)OCO2)c1cccc(F)c1	-16	-15	-16	/	/	/	/
COc1cc2c(cc1OC)C(c1ccccc1OC(C)C)CC(=O)N2 (stereo not given)	23	-7	-2	20	-6	1	1
COc1cccc(N2C(=O)C(Cc3c[nH]c4ccccc34)NC2=S)c1 (stereo not given)	11	-15	-3	/	/	/	/
Cc1cc(OCC(=O)N(Cc2ccco2)C2CCS(=O)(=O)C2)cc(C)c1Cl (stereo not given)	5	15	1	8	-4	-1	2
CCCCn1c(N)c(N(CC(C)C)C(=O)c2ccc(C)o2)c(=O)[nH]c1=O	10	-7	-2	-4	-4	-1	3
CC(C(=O)N1CCCc2ccccc21)N1CCN(c2ccccn2)CC1 (stereo not given)	10	14	0	2	-5	-7	-2
N/C(=N\OC(=O)COc1ccc(Cl)cc1Cl)c1cccnc1	-100	-43	-4	/	/	/	/
O=C(CN1C(=O)C(c2ccccc2)Oc2cccnc21)NCc1ccccc1F (stereo not given)	2	3	-4	-10	7	0	-1
Cc1c(OC(C)C(=O)O)ccc2c(-c3ccccc3)cc(=O)oc12 (stereo not given)	2	-11	-7	6	0	-1	1
Cc1nn(-c2ccccc2)c(NC(=O)c2cccs2)c(-c2ccccc2)c1=O	12	-6	2	/	/	/	/
COc1cccc(CN2C[C@@H](C)[C@H](OC)CN(C)C(=O)c3cc(NS(=O)(=O)c4cn(C)cn4)ccc3OC[C@H]2C)c1	-7	-4	-8	40	-1	0	/

Only PAX8 inh HTS and SIRT5 inh, for some of the entries so far:
Compound | PAX8 inh HTS | SIRT5 inh
O=C(N/N=C/c1ccccc1OC(=O)c1ccc2c(c1)OCO2)c1cccc(F)c1 | -16 | /
COc1cc2c(cc1OC)C(c1ccccc1OC(C)C)CC(=O)N2 (stereo not given) | 23 | 1
COc1cccc(N2C(=O)C(Cc3c[nH]c4ccccc34)NC2=S)c1 (stereo not given) | 11 | /
Cc1cc(OCC(=O)N(Cc2ccco2)C2CCS(=O)(=O)C2)cc(C)c1Cl (stereo not given) | 5 | 2

(listing goes on)
SMILES	PAX8 inh HTS	LGR2 antag	ARNT TACC3 PPI	EWS-Fli inh	DENV2 CPE	CASP6 VEID inh	SIRT5 inh
COC(=O)CSc1nnc(CNS(=O)(=O)c2ccc(Br)cc2)n1C	5	29	3	9	6	0	2
CCCNC(=O)N1CC2(C1)CN(Cc1ccccn1)[C@H](CO)c1c2c2ccc(OC)cc2n1C	/	12	/	-11	-8	-2	-8
CC(C(=O)N=Nc1c(O)[nH]c2ccccc12)n1cnc2ccccc2c1=O (stereo not given)	8	17	1	/	/	/	/
COc1ccc(NC(=O)Nc2ccc3c(c2)C(=O)N([C@@H](C)CO)C[C@@H](C)[C@H](CN(C)C(=O)Nc2ccc(F)cc2)O3)cc1	-1	-38	13	-6	21*	1	7
